Screening data (PubChem)
aSyn rescue = alpha-synuclein toxicity inhibition in yeast. Yeast expressing alpha-synuclein, growth rescue, BacTiter-Glo, 24 h. Potency, µM (top dose mostly 46.1 µM), without a hit: top-dose growth rescue (activation), hits mostly activators. 0.14% of 370,000 active; active = well fitted activation curve with a large enough effect; inconclusive = small, poorly fitted or top-dose-only effect; inactive = no such curve, though single readings can be large or run the other way; note: % of control where 0% means no effect; nearly all actives have a fitted effect of over 65% in size
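Galactose-induced alpha-syn yeast (OD600=0.02, raffinose-pregrown) + pinned cpd, 24 hr, 30 deg C; growth by BacTiter-Glo luminescence. Growth restoration scores as activation.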
The depositor's hits bear a star; ? = inconclusive; & = joins results of further samples; [ ] = remark or other dose. Potency is the fitted concentration of half-maximal effect. The list is partial (hit frequency here may not be typical).

mol | aSyn rescue
CCOc1cccc(C2C=C(c3ccc4c(c3)OCO4)NC(c3ccccc3F)N2)c1O (stereo unspecified) | 0%
C=CCN=C1N[C@@H](c2ccc(Br)cc2)C(C(=O)OC)=C(C)N1Cc1ccccc1 | 7%
CN(C)c1ccc(/C=C2\CCc3ccccc32)cc1 | 1%
C=CCNC(=O)c1ccc2nc(-c3ccco3)c(-c3ccco3)nc2c1 | ?
Cc1nc([N+](=O)[O-])cn1CC(=O)c1ccc2c(c1)OCCCO2 | -8%
CCCNC(=O)Cn1c(SCc2ccccc2C)nc2ccncc21 | 0%
Cn1nnc2c(N3CCN(Cc4ccccc4)CC3)ncnc21 | -2%
Cc1ccc(S(=O)(=O)N2CCN(c3nc(-n4ccnn4)nc4ccccc34)CC2)cc1 | -5%
N[C@@H](Cc1ccc(O)c(I)c1)C(=O)O | -2%
CCN(CC)c1cc(C)c(/C=C/c2ccnc3ccccc23)cc1C | 3%
COc1ccc[n+](CC(=O)c2ccc(F)cc2)c1 | -2%
COc1ccc(CN(Cc2ccccc2)C(=O)c2ccco2)cc1COc1ccc(NC(C)=O)cc1 | 0%
ClC/C=C/C[n+]1ccccc1Cl | 11%
Nc1ccc[n+](CC(=O)c2ccc(F)cc2)c1 | -64%[inhibitor]
Ic1ccc(Nc2nc(NCCN3CCOCC3)nc(N3CCCC3)n2)cc1 | -8%
O=c1oc2ccc3ccccc3c2cc1-c1nc2c(s1)CCc1ccccc1-2 | -4%
O=C(C[n+]1ccccc1Cl)c1ccc(I)cc1 | 14%
CS(=O)(=O)c1ccc(C(=O)OCC(=O)N2CC(=O)Nc3ccccc32)cc1[N+](=O)[O-] | -4%
CCCN1C(=O)c2ccccc2NC1c1ccc(OC)c(COc2ccc([N+](=O)[O-])cc2)c1 (stereo unspecified) | 9%
C=C[C@@]1(C)C[C@H](OC(=O)CSC(C)(C)CNC(=O)[C@@H](N)C(C)C)[C@@]2(C)C(C)CC[C@@]3(CCC(=O)[C@@H]32)[C@H](C)[C@H]1O (stereo partly specified) | 0%
Cc1cnc(C)cn1 | 1%
O=S(=O)(c1nccs1)N1CCN(c2nc(-c3cccs3)nc3ccccc23)CC1 | 19%
COc1cc2c(Nc3ccc(NC(=O)c4ccccc4)cc3)ncnc2cc1OCCCN1CCOCC1 | -23%
CCNc1nc(NCc2ccco2)c2ccccc2n1 | -2%
COc1ccc(-c2nc(N3CCN(S(=O)(=O)c4ccc(F)cc4)CC3)c3ccccc3n2)cc1 | -4%

The last 7 entries of the part above lead into the next.
mol | aSyn rescue
CCCN1C(=O)c2ccccc2NC1c1ccc(OC)c(COc2ccc([N+](=O)[O-])cc2)c1 (stereo unspecified) | 9%
C=C[C@@]1(C)C[C@H](OC(=O)CSC(C)(C)CNC(=O)[C@@H](N)C(C)C)[C@@]2(C)C(C)CC[C@@]3(CCC(=O)[C@@H]32)[C@H](C)[C@H]1O (stereo partly specified) | 0%
Cc1cnc(C)cn1 | 1%
O=S(=O)(c1nccs1)N1CCN(c2nc(-c3cccs3)nc3ccccc23)CC1 | 19%
COc1cc2c(Nc3ccc(NC(=O)c4ccccc4)cc3)ncnc2cc1OCCCN1CCOCC1 | -23%
CCNc1nc(NCc2ccco2)c2ccccc2n1 | -2%
COc1ccc(-c2nc(N3CCN(S(=O)(=O)c4ccc(F)cc4)CC3)c3ccccc3n2)cc1 | -4%
Cc1ccc2[nH]c(=O)c(CN(Cc3ccco3)Cc3nnnn3Cc3ccccc3)cc2c1 | -3%
COc1cc2c(NC3CCN(C)CC3)nc(N3CCCN(C)CC3)nc2cc1OCCCCCCN(C)C | 0%
CCCCCCCCCCCCCCCCCC(=O)NCC(COP(=O)([O-])OCC[N+](C)(C)C)OCC (stereo unspecified) | -75%[inhibitor]
O=c1[nH]c(=O)c2ncn(C3OC(CO)C(O)C3O)c2[nH]1 (stereo unspecified) | ?
CCCCOc1ccc(CC(N)=O)cc1 | 6%
c1ccc2c(C(c3c[nH]c4ccccc34)c3c[nH]c4ccccc34)c[nH]c2c1 | 7%
CCCCC(CCCC)c1ccc(C=Nc2ccc(/C=C/c3ccnc4ccccc34)cc2)cc1 | 7%
O=C(CBr)c1ccc(Oc2ccc(C(=O)C[n+]3ccccc3Cl)cc2)cc1 | 5%
Clc1ccc(-c2nn3c(-c4cc(-c5ccccc5)n[nH]4)nnc3s2)cc1 | 5%
NCCCN(Cc1ccc(Cl)c(Cl)c1)c1ccc(Br)cn1 | -34%[inhibitor]
S=C(NCCCc1cnc[nH]1)NCCCN(CCc1ccccc1)c1ccc(Br)cn1 | 0%&-11%
CC1=C(C(=O)O)N2C(=O)[C@@H](NC(=O)C(N)c3ccccc3)[C@H]2SC1 (stereo partly specified) | -7%
COc1cccc(/C=c2/[nH]c(=O)/c(=C\c3cccc(OC)c3OC)[nH]c2=O)c1OC | 0%
S=c1nc[nH]c2n[nH]nc12 | 0%
C[N+](C)(CCCCCI)c1ccc(/C=C/c2nc3ccccc3s2)cc1 | -57%[inhibitor]
Cc1nc(C#N)nc(Oc2ccccc2)c1Cl | 5%
CCCCOc1ccc(CC(=O)NOC)cc1 | 1%
COc1nc(C#N)nc(N2CCCC2)n1 | -7%
CCCN(CCC)c1ccc(/C=C/c2sc3ccccc3[n+]2CCCCI)cc1 | -64%[inhibitor]
Cc1cc(Cl)nc2ccccc12 | 1%
COc1cccc2nccc(/C=C/c3ccc(N(C)C)cc3)c12 | -14%
Cc1cc(C)c(S(=O)(=O)Nc2cccc(C(F)(F)F)c2)c(C)c1 | -62%[inhibitor]
Cc1ccc2[nH]c(=O)c(CN(CCO)Cc3nnnn3Cc3ccccc3)cc2c1 | 0%
Cc1ccc(NC(=O)c2nc(S(=O)(=O)Cc3ccccc3F)ncc2Cl)cc1 | -11%
N#Cc1ccc[n+](CC(=O)c2ccc(O)c(O)c2)c1 | -5%
COc1ccccc1C(=O)OCC(=O)Nc1ccc(N2CCCCC2)cc1 | -1%
Cc1sc2ccccc2[n+]1C | -9%
Cc1ccc2cc(CN(Cc3ccco3)Cc3nnnn3Cc3ccco3)c(=O)[nH]c2c1 | ?
O=c1[nH]c(=O)n([C@H]2C[C@@H](O)[C@@H](CO)O2)cc1C=CBr | -6%
C(=C\c1ccnc2ccccc12)/c1ccccc1 | 4%
Cc1ccc(S(=O)(=O)Nc2cc(Br)cc3cccnc23)cc1 | ?
O=[N+]([O-])c1ccc(O/N=[N+](\[O-])N2CCN(c3ccccc3)CC2)c([N+](=O)[O-])c1 | -43%[inhibitor]
O=[N+]([O-])c1ccc(O/N=[N+](\[O-])N2CCN(c3ncccn3)CC2)c([N+](=O)[O-])c1 | -47%[inhibitor]
Brc1nc2ncnc(NCc3ccco3)c2[nH]1 | 14%
O=C(Nc1ccc2nc(-c3cccs3)c(-c3cccs3)nc2c1)N1CCCCC1 | 2%
Cc1cccc(NC(=O)COC(=O)c2ccccc2OCc2cccc(Br)c2)c1 | -17%
NS(=O)(=O)Nc1c(Br)cc(Br)c2cccnc12 | -1%
COc1ccc(-c2nc(N3CCN(S(=O)(=O)c4ccccc4)CC3)c3ccccc3n2)cc1 | 0%
O=[N+]([O-])c1ccc2c(c1)/C(=C/c1ccc(C=S)cc1)C=C2 | 1%
COc1cc2c(cc1OC)C(c1cc(-c3cc(Cl)ccc3Cl)oc1C)=NCC2 | 1%
Oc1ccc(Br)cc1C1C=C(c2ccc3c(c2)OCO3)NC(c2ccc(Cl)cc2)N1 (stereo unspecified) | -75%[inhibitor]
O=S(=O)(c1ccc(Br)cc1)N1CCOCC1 | 6%
NCCNS(=O)(=O)c1cccc2c(Cl)cccc12 | 6%
COc1cccc(OCc2cc(C3Nc4ccccc4C(=O)N3c3ccccc3)ccc2OC)c1 (stereo unspecified) | 17%
CCN(CC)/[N+]([O-])=N/Oc1ccc([N+](=O)[O-])cc1[N+](=O)[O-] | -73%[inhibitor]
COc1cc2c(NC3CCN(C)CC3)nc(N3CCCN(C)CC3)nc2cc1OCCCCN | ?
O=C(C[n+]1ccccc1Br)c1ccc2c(c1)CCCC2 | -1%
O=C(CNC(=O)C1CCCCC1)OCC(=O)c1ccccc1 | 2%
Cc1ccc(-n2c(-c3ccccc3)nsc2=NC#N)cc1 | -6%
O=C1c2ccccc2-c2cc([N+](=O)[O-])c([N+](=O)[O-])cc21 | -83%[inhibitor]

As a working copy, three of the compounds above:
mol | aSyn rescue
COc1ccccc1C(=O)OCC(=O)Nc1ccc(N2CCCCC2)cc1 | -1%
Cc1sc2ccccc2[n+]1C | -9%
Cc1ccc2cc(CN(Cc3ccco3)Cc3nnnn3Cc3ccco3)c(=O)[nH]c2c1 | ?

(list continues)
mol | aSyn rescue
O=c1[nH]c2c(-c3nc(-c4ccc(Cl)cc4)cs3)c(O)cn2c2ccccc12 | -1%
CNC(=O)c1ccc2nc(-c3ccccc3)c(-c3ccccc3)nc2c1 | -15%
CN(C)c1ccc(/C=C2\C=Cc3ccccc32)c(F)c1 | -12%
CCc1ccc(NC(=O)c2nc(SCc3ccccc3F)ncc2Cl)cc1 | 2%
CCN1C(=NCc2cccc(Cl)c2)N[C@@H](c2cccc(C(F)(F)F)c2)C(C(=O)OC)=C1C | 0%
CCCN1CNc2c(c(=O)[nH]c(=S)n2CCc2ccc(Cl)cc2Cl)C1 | -2%
CC(C)CC1C(=O)N2CCC[C@H]2[C@]2(O)O[C@](NC(=O)[C@@H]3C=C4c5cccc6[nH]c(Br)c(c56)C[C@H]4N(C)C3)(C(C)C)C(=O)N12 (stereo partly specified) | -6%
CCc1ccccc1NNC(=O)c1sccc1Cl | 9%
CC(=O)Nc1ccc(S(=O)(=O)O)c2cc(S(=O)(=O)O)c(N=Nc3ccc(N=Nc4ccc(S(=O)(=O)O)cc4)c4ccc(S(=O)(=O)O)cc34)c(O)c12 | -59%[inhibitor]
O=C(C[n+]1cccc2cc(Cl)ccc21)c1cccc([N+](=O)[O-])c1 | 10%
Oc1ccccc1C1C=C(c2ccc3c(c2)OCO3)NC(c2cccc(Br)c2)N1 (stereo unspecified) | 22%
N#CC(=Cc1ccc(O)c(O)c1)C(=O)NCc1ccccc1 | 1%
O=C(C[n+]1cc(Br)cc(Br)c1)c1ccc2ccccc2c1 | -4%
Clc1ccc(N2CCN(Cc3cc4ccccn4n3)CC2)cc1 | 1%
Cc1cc(N(C)C)ccc1/C=C/c1ccnc2ccccc12 | -15%
CCOC(=O)C(CC)Sc1ccc2nnc(-c3ccc(F)cc3)n2n1 (stereo unspecified) | -22%
COc1ccc(S(=O)(=O)N2CCOCC2)cc1 | 0%
CCN(Cc1cccc(S(=O)(=O)O)c1)c1ccc(C(=C2C=CC(=[N+](CC)Cc3cccc(S(=O)(=O)O)c3)C=C2)c2ccc(O)cc2S(=O)(=O)O)cc1 | -64%[inhibitor]
O=C1C(=O)C(c2cc(O)c(O)c(O)c2)Oc2cc(O)cc(O)c21 (stereo unspecified) | ?
O=c1oc2ccc(Br)cc2cc1-c1nc2c(s1)CCc1ccccc1-2 | -1%
Nc1ccc2c(c1)C(=O)N(c1ccc3ccccc3c1)C2=O | 6%
O=Cc1ccc(/C=C2/C=Cc3ccccc32)cc1 | -4%
COc1ccc(OCCn2c(CCNC(=O)C3CCCCC3)nc3ccccc32)cc1 | 5%
C=C1C(=O)O[C@@H]2[C@H]3O[C@]3(C)CCC=C(C)CC[C@@H]12 | 4%
O=[S+]([O-])([O-])c1ccc2c(c1)cc([S+](=O)([O-])[O-])c1nn(-c3ccc(/C=C/c4ccc(-n5nc6c([S+](=O)([O-])[O-])cc7cc([S+](=O)([O-])[O-])ccc7c6n5)cc4[S+](=O)([O-])[O-])c([S+](=O)([O-])[O-])c3)nc12 | 2%

canonical_smiles: C=C1NN(CC2CC2)C(=O)N1c1ccc(OCc2ccccc2)cc1
  aSyn rescue = 1%

canonical_smiles: O=C(c1ccco1)N1CCN(/C=C2\Nc3ccccc3C(=O)N2c2ccc(F)cc2)CC1
  aSyn rescue = 0%

canonical_smiles: N[C@@H](Cc1c[nH]c2ccccc12)C(=O)O
  aSyn rescue = 7%

canonical_smiles: C=CCn1c(SCC(=O)NCc2ccco2)nnc1-c1cccc(N(C)C)c1
  aSyn rescue = -2%

canonical_smiles: O=C(c1ccc2c(=O)n(Cc3ccco3)c(=S)[nH]c2c1)N1CCCC1
  aSyn rescue = 30%

canonical_smiles: CCOc1ccc(S(=O)(=O)N2CCN(c3nc(-c4ccccc4)nc4ccccc34)CC2)cc1
  aSyn rescue = 6%

canonical_smiles: NC(=O)c1nsc(C(=O)N(CC(=O)NC2CCCCC2)Cc2ccc3c(c2)OCO3)c1N
  aSyn rescue = -3%

canonical_smiles: COc1cc2c(NC3CCN(C)CC3)nc(N3CCCCC3)nc2cc1OCCOCCN1CCCC1
  aSyn rescue = 6%

canonical_smiles: COc1cccc(CNC(=O)COC(=O)c2ccc(S(C)(=O)=O)c([N+](=O)[O-])c2)c1
  aSyn rescue = -1%

canonical_smiles: NC(CCCP(=O)(O)O)C(=O)O (stereo unspecified)
  aSyn rescue = 1%

canonical_smiles: COc1ccccc1-c1nn2c(-c3cc(C)[nH]n3)nnc2s1
  aSyn rescue = -9%

canonical_smiles: Nc1ncnc2oc(-c3ccoc3)c(-c3ccco3)c12
  aSyn rescue = ?

canonical_smiles: CCCN1CNc2c(c(=O)[nH]c(=S)n2CCc2cccc(OC)c2)C1
  aSyn rescue = -3%

canonical_smiles: COC(=O)c1nc(N2CCN(S(=O)(=O)c3ccc(C)cc3)CC2)c2ccccc2n1
  aSyn rescue = 2%

canonical_smiles: NC1CCN(O)C1=O (stereo unspecified)
  aSyn rescue = -14%

canonical_smiles: O=C(CNC(=O)C1CCCCC1)OCC(=O)c1ccc(-c2ccccc2)cc1
  aSyn rescue = 5%

canonical_smiles: CC(=O)N(c1ccc(Cl)cc1)C1SC(=O)N(c2ccc(C)cc2)C1=O (stereo unspecified)
  aSyn rescue = 18%

canonical_smiles: O=Nc1ccc2oc(=O)ccc2c1
  aSyn rescue = -61%[inhibitor]

canonical_smiles: NCCCCCCNS(=O)(=O)c1ccc2c(Cl)cccc2c1
  aSyn rescue = -2%

canonical_smiles: Fc1ccc(CN(C2=NCCN2)c2c(Cl)cccc2Cl)cc1
  aSyn rescue = 4%

canonical_smiles: O=c1cc(O)c2c([nH]1)CCC2
  aSyn rescue = -11%
